# FLuc inh counter: firefly luciferase enzyme inhibitors, primary screen, artefact control for luciferase-based inhibitor screens, biochemical, luminescence, ATPLite | 10 min | inhibition, % at 10 µM | Luciferin 4-monooxygenase (Photinus pyralis), P08659 | actives 1.5% (n = 200,000);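 active = inhibition above about 50% when tested at 10 µM, limit read from the data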
# Target sequence (P08659 whole entry, looked up): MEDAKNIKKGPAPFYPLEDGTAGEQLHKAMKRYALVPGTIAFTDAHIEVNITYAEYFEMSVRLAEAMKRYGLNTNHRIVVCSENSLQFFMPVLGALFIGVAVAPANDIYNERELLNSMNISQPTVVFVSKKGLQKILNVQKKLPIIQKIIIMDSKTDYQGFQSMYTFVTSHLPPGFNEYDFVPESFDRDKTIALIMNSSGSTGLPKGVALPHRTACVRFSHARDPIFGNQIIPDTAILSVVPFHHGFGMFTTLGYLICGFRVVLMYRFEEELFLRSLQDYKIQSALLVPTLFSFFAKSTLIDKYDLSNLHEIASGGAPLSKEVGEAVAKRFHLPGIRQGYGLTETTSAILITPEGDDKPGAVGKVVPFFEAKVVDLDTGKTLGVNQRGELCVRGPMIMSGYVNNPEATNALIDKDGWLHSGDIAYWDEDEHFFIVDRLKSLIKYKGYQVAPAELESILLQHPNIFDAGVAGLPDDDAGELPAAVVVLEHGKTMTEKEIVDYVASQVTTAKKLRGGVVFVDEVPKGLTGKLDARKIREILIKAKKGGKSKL
# L major viab: Leishmania major promastigote growth inhibition, primary screen. inhibition, % at 10 µM. Leishmania major promastigotes, resazurin fluorescence viability. actives 9% (n = 200,000); in the data active = inhibition above about 50%;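 note: promastigotes grown with compound for 44 hours at 28 °C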
# bIAP activator: bovine intestinal alkaline phosphatase activators, primary screen, biochemical, bovine IAP, CDP-star luminescence; activation factor at 20 µM; actives 0.17% (n = 200,000); AID 1016, 2008; purified bovine IAP, 30 min; stronger effect = higher value; fold of DMSO-control signal, blank-subtracted;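 active = activation factor of 2 or more at 20 µM, a signal rise over negative controls twice the positive control's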
# APP 5UTR inh: inhibitors of APP translation via 5'UTR reporter, primary screen, APP 5'UTR luciferase, SH-SY5Y cells. SH-SY5Y APP 5'UTR-luciferase reporter, luminescence. inhibition, % at 2 µM. actives 0.82% (n = 190,000). AID 1285, 2008;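 active = inhibition above a set limit, derived from the sample mean plus 3 SD, cut at about 45% in these data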; note: values of inactives mirror those of a sister screen read the other way
# RAM inhibit: inhibitors of the yeast RAM network, primary screen, dse1pr::URA3 reporter, 5-FOA selection. inhibition, % at 50 µM. actives 1.8% (n = 190,000). AID 868, 2007. S. cerevisiae dse1pr::URA3 reporter, 5-FOA growth OD615, 2 d; analog-sensitive cbk1-as2 kinase mutant strain;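 active = inhibition above a set limit, 3 SD over mean compound inhibition, cut at about 8.4% in these data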;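 note: 0% = DMSO-only wells with no growth and 100% = 10 µM 1-NA-PP1 full growth; inhibition rescues growth on 5-FOA so higher OD means more RAM inhibition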
# FLuc stim CS: FLuc activators, initial screening, artefact control for FLuc-dependent activation tests, biochemical, ATPlite luminescence. ATPlite luciferase biochemical, 10 min; 0 = ATP-free wells, 1 = DMSO control. 200,000 tested, under 10 active. activation factor at 10 µM. AID 1027, 2008. Luciferin 4-monooxygenase (Photinus pyralis), P08659;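 active = luciferase activation factor, scaled between plate controls, of at least 2 with compound at 10 µM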
#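 Material: luciferase plus luciferin reagent, cell-free. Medium: PBS buffer for ATP. Also added: ATP substrate, dispensed from a 10.24 µM working solution in PBS. Doses: test compounds dosed from 2 mM stocks in 100% DMSO. Incubation: 10 min post-reagent at room temperature. Technique: light output (luminescence). Read-out basis: luminescence gain marking luciferase activators.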
# TNAP inh no acc: human TNAP enzyme inhibitors, primary screen, biochemical, luminescent, no phosphate acceptor, uHTS | AID 1012, 2008 | inhibition, % at 20 µM | actives 0.26% (n = 200,000) | purified TNAP, CDP-star luminescence, 30 min | Alkaline phosphatase, tissue-nonspecific isozyme (Homo sapiens), P05186;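 active = tissue-nonspecific alkaline phosphatase inhibition above about 50% at 20 µM in the single-dose screen, limit read from the data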;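 note: 0% = DMSO negative control and 100% = EDTA positive control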
# Target sequence (P05186 whole entry, looked up): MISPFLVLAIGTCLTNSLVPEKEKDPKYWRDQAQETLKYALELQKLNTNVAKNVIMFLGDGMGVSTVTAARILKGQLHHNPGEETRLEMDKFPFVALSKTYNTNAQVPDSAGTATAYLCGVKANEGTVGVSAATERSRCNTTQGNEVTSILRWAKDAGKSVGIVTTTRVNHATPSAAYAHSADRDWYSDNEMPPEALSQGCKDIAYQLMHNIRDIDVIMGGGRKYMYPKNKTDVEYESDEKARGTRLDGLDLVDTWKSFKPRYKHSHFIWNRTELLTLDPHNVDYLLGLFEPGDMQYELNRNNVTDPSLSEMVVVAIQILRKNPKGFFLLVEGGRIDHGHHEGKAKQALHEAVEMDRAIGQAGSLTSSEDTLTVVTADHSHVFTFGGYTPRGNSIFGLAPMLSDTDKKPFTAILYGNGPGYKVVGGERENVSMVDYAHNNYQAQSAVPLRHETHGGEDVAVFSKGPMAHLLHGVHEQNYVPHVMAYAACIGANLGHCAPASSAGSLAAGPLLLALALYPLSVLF
# TNAP act hi DEA: TNAP activators at high phosphate acceptor level, primary screen, biochemical, luminescence, uHTS; activation factor at 20 µM; Alkaline phosphatase, tissue-nonspecific isozyme (Homo sapiens), P05186; purified TNAP, CDP-star luminescence, 1 M DEA, 30 min; stronger effect = higher value; 0 = EDTA background, 1 = DMSO-only activity; 200,000 tested, under 10 active; AID 1136, 2008;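 active = activation factor at least 2 at 20 µM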
#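 Test system – human TNAP · Doses – 20 µM single point · Incubation – 30 min, room temperature · Signal – luminescent substrate turnover signal · Read-out basis – activation factor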
# TNAP inh hi DEA: human TNAP enzyme inhibitors, primary screen, biochemical, luminescent, high phosphate acceptor level, uHTS. Alkaline phosphatase, tissue-nonspecific isozyme (Homo sapiens), P05186. purified TNAP, CDP-star luminescence, 1 M DEA. inhibition, % at 20 µM. actives 0.03% (n = 200,000);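 active = over 50% inhibition of tissue-nonspecific alkaline phosphatase at 20 µM in the single-dose screen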;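 note: plate controls were DMSO wells for no effect and EDTA-quenched wells as full inhibition for full effect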
# bIAP inhibitor: bovine intestinal alkaline phosphatase inhibitors, primary screen, selectivity assay for TNAP inhibitor project, biochemical, bovine IAP, CDP-star luminescence; purified bovine IAP, 30 min; inhibition, % at 20 µM; 190,000 tested, under 10 active;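 active = over 50% inhibition of intestinal alkaline phosphatase at 20 µM in the single-dose screen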
#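 Assay system – bovine IAP enzyme · Quantity – bovine IAP at 1/65,000,000 final dilution · Detection – CDP-star luminescence signal · Times – 30 min reaction at room temperature · Also added – CDP-star substrate at 30 µM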
# The depositor's hits bear a star; / = not tested or not shown.
# The opening 2 compounds, ahead of the listing:
SMILES,FLuc inh counter,L major viab,bIAP activator,APP 5UTR inh,RAM inhibit,FLuc stim CS,TNAP inh no acc,TNAP act hi DEA,TNAP inh hi DEA,bIAP inhibitor
Cc1cc(C)n(-c2ccc(C(=O)Nc3ccc4c(c3)OCCO4)cc2)n1,25,28,0.9,-40,0.0,0.8,-9,1,-2,6
CCOc1ccccc1NC(=O)C1CCCN(C(=O)Nc2ccccc2)C1 (stereo not given),-6,3,0.9,17,1.7,1.1,2,1.1,-6,7

# The listing, from the start:
SMILES,FLuc inh counter,L major viab,bIAP activator,APP 5UTR inh,RAM inhibit,FLuc stim CS,TNAP inh no acc,TNAP act hi DEA,TNAP inh hi DEA,bIAP inhibitor
Cc1cc(C)n(-c2ccc(C(=O)Nc3ccc4c(c3)OCCO4)cc2)n1,25,28,0.9,-40,0.0,0.8,-9,1,-2,6
CCOc1ccccc1NC(=O)C1CCCN(C(=O)Nc2ccccc2)C1 (stereo not given),-6,3,0.9,17,1.7,1.1,2,1.1,-6,7
CCOC(=O)N1CCN(CC(=O)N2CCC(C(N)=O)CC2)CC1,3,-6,1,-8,0.4,1,-9,1,-5,5
Cc1ccc(OCCSCc2nnc(NC(=O)Nc3cccc(Cl)c3)s2)cc1,-8,32,0.9,-1,8.4*,1.1,-20,1,-4,15
Cc1ccc([N+](=O)[O-])cc1N=Nc1c(-c2ccc([N+](=O)[O-])cc2)[nH]n(C(N)=S)c1=O,4,88*,0.9,24,5.7,1,-28,0.8,16,8
C(=N\N(c1ccccc1)c1ccccc1)/c1ccc(N2CCOCC2)s1,1,0,0.9,3,2.3,1,-2,1,1,6
Cc1ccc(-c2cc(C(F)F)n3ncc(C(=O)NCc4ccco4)c3n2)cc1,-4,9,0.9,9,2.7,1,-8,1,-1,9
C/C(=N\Nc1ccc([N+](=O)[O-])cc1)c1ccco1,-1,-3,0.6,-53,1.8,1,17,0.8,23,36
O=c1cc(O)c2c(=O)n(-c3ccccc3)c3c(c2o1)CCCCCC3,-8,-3,1.1,-7,1.2,1.1,-5,1.1,-10,-5
CC(C(=O)N1CCOCC1)(c1ccccc1)c1ccccc1,-3,-3,0.9,-1,1.6,1,0,1,-2,5
O=C(O)c1ccc(CSc2nc3ccccc3o2)cc1,4,0,1,-1,0.7,1,-4,1,-3,-3
C=CC(C)n1c(Br)nc2c1c(=O)[nH]c(=O)n2C (stereo not given),-1,-5,1.1,-8,1.1,1,-8,1,-4,-11
COc1cc(/C=C/C(=O)OCC(=O)Nc2ccc(NC(C)=O)cc2)cc(S(=O)(=O)N2CCc3ccccc32)c1OC,-1,0,0.9,2,10*,1,-6,1.1,-5,8
Cc1nn(CC(=O)NCc2ccccc2Cl)c(C)c1[N+](=O)[O-],-1,-8,0.9,-3,0.7,1,-10,1,2,7
O=C(Oc1ccc(=O)n(-c2ccccc2)n1)c1ccc(F)cc1,-8,-2,0.9,-8,-1.0,1.1,-9,1.1,-7,8
Cc1ccsc1C(=O)NC(C)c1ccc2c(c1)OCO2 (stereo not given),-3,-7,0.9,-1,-0.4,1,-4,1,2,8
c1ccc2c(-c3ccncc3)c[nH]c2c1,-3,12,0.9,16,-0.1,1,-6,1,-2,13
COc1ccc(NC(=O)CN2CCC(C)CC2)c([N+](=O)[O-])c1,-4,-4,1,-1,0.7,1,-4,1,4,4
CCc1cc(=O)oc2cc(C)cc(OCc3nn[nH]n3)c12,-6,-7,1,/,1.3,1.1,-10,1.1,-5,-1
CC1CCc2nc(NC(=O)CN3CCN(Cc4ccc5c(c4)OCO5)CC3)sc2C1 (stereo not given),-6,99*,1.3,-10,0.7,1.1,-10,1,-2,-29
Cc1ccc(-n2c(SCn3nnc4ccccc4c3=O)nnc2-c2cccnc2)c(C)c1,-7,17,1.1,2,1.7,1.1,0,1.1,-6,-12
CCCOc1ccc(N2CC(C(=O)Nc3ccccc3OC)CC2=O)cc1 (stereo not given),-8,0,1,0,0.2,1.1,-1,1,-4,2
COc1ccc2c(c1)c(C(C)=O)c(C)n2-c1ccccc1,-7,-2,0.9,16,2.1,1.1,-9,1,-2,7
Cc1ccc(NC(=S)N/N=C/c2ccc([N+](=O)[O-])s2)cc1,-3,89*,0.9,21,0.4,1,22,0.8,17,7
Cc1cc(C(=O)NCC23CC4CC(CC(C4)C2)C3)c(C)o1,-10,-2,0.9,-12,0.7,1.1,-11,1.1,-7,10
Cc1ccc(-c2nn3c(C)nnc3c3ccccc23)cc1S(=O)(=O)NCc1ccco1,4,43,1,-6,2.7,1,-8,1,-5,4
CCn1c(-c2cccn(Cc3ccc(Cl)cc3Cl)c2=O)n[nH]c1=S,1,-4,1,-10,3.6,1,-8,1,-3,4
Cc1ccc(-c2nc3nc4ccccc4nc3n2Cc2ccco2)cc1,9,22,0.9,-181,8.2,0.9,-5,1,0,11
C=CCn1c(-c2cccn(Cc3cccc(Cl)c3)c2=O)n[nH]c1=S,-6,-3,0.8,-12,2.0,1.1,26,1.1,-8,22
O=C(CN1C(=O)NC2(CCCCCCC2)C1=O)NCc1cccs1,-6,-2,0.8,0,-2.0,1.1,-9,1,-1,23

# Four structures already listed, arranged by formula weight, highest first.
SMILES,FLuc inh counter,L major viab,bIAP activator,APP 5UTR inh,RAM inhibit,FLuc stim CS,TNAP inh no acc,TNAP act hi DEA,TNAP inh hi DEA,bIAP inhibitor
Cc1ccc(-c2nn3c(C)nnc3c3ccccc23)cc1S(=O)(=O)NCc1ccco1,4,43,1,-6,2.7,1,-8,1,-5,4
O=C(CN1C(=O)NC2(CCCCCCC2)C1=O)NCc1cccs1,-6,-2,0.8,0,-2.0,1.1,-9,1,-1,23
Cc1ccc(-c2nc3nc4ccccc4nc3n2Cc2ccco2)cc1,9,22,0.9,-181,8.2,0.9,-5,1,0,11
COc1ccc2c(c1)c(C(C)=O)c(C)n2-c1ccccc1,-7,-2,0.9,16,2.1,1.1,-9,1,-2,7

# Going on with the list:
SMILES,FLuc inh counter,L major viab,bIAP activator,APP 5UTR inh,RAM inhibit,FLuc stim CS,TNAP inh no acc,TNAP act hi DEA,TNAP inh hi DEA,bIAP inhibitor
Cc1ccc2cc(CN(Cc3cccs3)Cc3nnnn3CC3CCCO3)c(=O)[nH]c2c1C (stereo not given),1,32,1,0,0.9,1,-2,1,-4,1
CC(C)C[C@H](NC(=O)Nc1cccc(Cl)c1)C(=O)O,-5,0,0.9,-18,2.9,1.1,-18,1.1,-6,8
CS(=O)(=O)NN1C(=O)c2ccccc2NC1c1cc2ccccc2nc1Cl (stereo not given),-2,-5,0.9,-11,5.7,1,-17,1,-3,12
CN(Cc1nccn1C)C(=O)CC1C(=O)NCCN1CC(c1ccccc1)c1ccccc1 (stereo not given),-5,-8,1.3,10,-1.0,1,-11,1.1,-5,-31
CCn1cc(C2=NOC(C(=O)Nc3c(C)nn(Cc4ccc(F)cc4)c3C)C2)c(C)n1 (stereo not given),-7,-3,1,25,1.6,1.1,-17,1,-4,4
O=C1C=CC(=O)N1Nc1ccc(Br)cc1,-2,19,1.3,-34,0.9,1,-10,1,3,-31
NC(=O)c1ccccc1N/C=C1\CCCCC1=O,-3,7,0.9,14,-0.7,1,-7,1.1,-6,6
CC(Sc1nc(-c2ccccc2)cc(C(F)(F)F)n1)C(=O)Nc1ccc2c(c1)OCO2 (stereo not given),-9,4,0.9,-17,5.2,1.1,29,1,4,6
CCC(C)NC(=O)C1CC(c2ccc(OC)cc2)=NO1 (stereo not given),-7,-4,0.9,-27,1.9,1.1,1,1,-4,5
COC(=O)CC(c1ccc(C(C)C)cc1)n1cccc1 (stereo not given),0,-6,0.9,8,0.8,1,-14,1,-4,5
CCOc1cc(NC(=O)C2CCCCC2)c(OCC)cc1NC(=O)c1ccco1,-2,-1,0.8,11,3.2,1,-9,1,-4,16
CCCOc1ccc(N2C(=O)CC(NCc3ccc(S(N)(=O)=O)cc3)C2=O)cc1 (stereo not given),0,-6,1,13,1.0,1,-5,1,-1,-1
CCCNC(=O)N1CCN(C(=O)NCCC)CC1,-5,-3,0.8,-10,1.6,1,-9,1.1,-5,16
Cc1cc(NC(=O)COc2cccc(Oc3ccccc3)c2)no1,-4,-3,1,12,4.5,1,-6,0.9,6,3
Cc1cccc(Oc2sc(C(=O)c3ccccc3)c(N)c2C#N)c1,-4,19,0.9,9,5.9,1,8,1,-2,14
O=C(Nc1cccnc1N1CCOCC1)c1ccco1,-2,-9,0.9,-9,0.7,1,-14,1,-3,10
O=C(NNc1nc2c(F)cccc2s1)C1=COCCO1,-6,-10,1.2,-5,1.6,1.1,-161,1.1,-7,-22
O=C(CN(C(=O)C1COc2ccccc2O1)c1ccccc1)NCC1CCCO1 (stereo not given),-11,-3,1.1,2,0.2,1.1,-11,1.1,-6,-6
Cn1ncnc1SCc1cn2cccnc2n1,-3,0,1,6,1.4,1,-13,1.1,-6,0
CCc1ccc(C(C)NC(=O)/C(C#N)=C\c2cn[nH]c2-c2ccccc2)cc1 (stereo not given),2,27,1.2,-6,6.1,1,6,1,0,-17
Cc1ccc(C2C(C#N)=C(N)Oc3c2sc2ccccc32)o1 (stereo not given),12,45,0.5,-10,1.8,0.9,13,0.9,7,46
O=C(C[n+]1ccc(C(=O)c2ccccc2)cc1)Nc1ccc(C(F)(F)F)cc1,-9,-3,0.9,-1,1.2,1.1,-7,1.1,-6,12
CC(=O)c1cccc(NC(=S)NC(=O)Cc2ccccc2)c1,-4,-5,1,-16,-0.5,1,-15,1,-5,0
COc1ccc(CCNC(=O)C(=O)NCCOc2ccccc2)cc1OC,-8,-1,1.5,-10,0.4,1.1,-3,1,-4,-49
Cc1ccc(/C=N/NC(=S)NCCc2ccccc2)s1,0,-2,1.1,8,2.9,1,-16,1.1,-7,-9
CCN(CC)C(=O)CSC1=Nc2ccccc2C2=NC(c3ccccc3)C(=O)N12 (stereo not given),-4,4,0.9,6,0.7,1,-21,1,-3,9
O=C(CCn1nnc2ccccc21)Nc1nnc(Cc2ccc(F)cc2)s1,-2,-1,1,0,3.8,1,-10,1,-5,3
COc1ccccc1NC(=O)COC(=O)c1ccc(S(=O)(=O)NCc2ccco2)cc1,-2,26,0.9,-3,6.0,1,-12,1.1,-7,10
O=C(C[n+]1cc2ccccc2c2ccccc21)c1ccccc1,-11,99*,0.2,-1,0.5,1.1,-6,1,-1,/
CC(=O)OCC12COC3c4ccccc4OC(C)(CC1C)C3C2C (stereo not given),-8,22,1,-9,-0.5,1.1,10,1,-3,0
CC(C)CCN(CC(=O)NC(C)(C)C)C(=O)C(=O)Nc1ccc2c(c1)OCCO2,-6,3,1,-29,1.0,1.1,-7,1.1,-6,4
